# mcGAS inh = cyclic GMP-AMP synthase inhibitors, mouse, primary biochemical chemiluminescence; 0.15% of 160,000 active; inhibition, % at 12.5 µM; recombinant cGAS, Kinase-Glo ATP depletion luminescence;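 note: 0% = negative control wells and 100% = reference inhibitor with no enzyme activity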
# NPYLR7 agonist = agonists of mosquito NPYLR7 receptor, primary screen, cell-based, Aedes aegypti, calcium fluorescence, mosquito biting behavior; Aedes aegypti neuropeptide Y-like receptor 7 (NPYLR7); HEK293T NPYLR7/Galpha15, GCaMP6s calcium fluorescence; activation, % at 10 µM; 0.15% of 270,000 active; AID 1259423, 2018; in the data active = activation above about 40%;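 note: 0% = vehicle and 100% = reference agonist at the receptor; some compounds past the cut are filed as inactive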
# hcGAS lum = Primary biochemical luminescence assay for human cyclic GMP-AMP synthase inhibitors. Q8N884. recombinant h-cGAS, ATP depletion, Kinase-Glo luminescence. inhibition, % at 12.5 µM. 0.081% of 290,000 active. AID 1259398, 2018;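 note: 0% = vehicle reaction and 100% = reaction without DNA for no activity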
# Target sequence (Q8N884 whole entry, looked up): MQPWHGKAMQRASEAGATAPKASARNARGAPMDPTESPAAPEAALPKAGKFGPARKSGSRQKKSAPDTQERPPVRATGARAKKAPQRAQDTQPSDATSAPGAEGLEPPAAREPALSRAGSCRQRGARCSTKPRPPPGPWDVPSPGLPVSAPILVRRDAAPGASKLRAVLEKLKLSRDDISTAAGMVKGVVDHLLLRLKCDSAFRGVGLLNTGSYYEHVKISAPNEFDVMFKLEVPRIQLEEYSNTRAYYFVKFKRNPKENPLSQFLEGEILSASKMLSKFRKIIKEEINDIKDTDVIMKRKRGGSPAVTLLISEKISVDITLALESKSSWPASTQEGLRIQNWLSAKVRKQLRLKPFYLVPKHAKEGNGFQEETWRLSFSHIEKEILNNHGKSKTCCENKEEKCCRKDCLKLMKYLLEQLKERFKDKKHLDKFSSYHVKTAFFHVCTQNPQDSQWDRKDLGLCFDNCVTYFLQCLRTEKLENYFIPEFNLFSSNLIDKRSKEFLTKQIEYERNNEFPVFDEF
# An asterisk follows results filed as active; / = no result given; & = joins results of further samples. Cut-off read from the data, not from the text of the source, unless noted: active = inhibition above about 40%; inactive = the rest.
SMILES,mcGAS inh,NPYLR7 agonist,hcGAS lum
CCN(CC)S(=O)(=O)c1ccc2c(c1)nc(SCc1ccc(OC)c(C)c1)n2C(C)C,-3,4,0
CCCCCCSc1nc(-c2ccccc2)cc(-c2ccc(OC)cc2)c1C#N,/,0,0
Cc1nc(C(F)(F)F)ccc1C(=O)Nc1ccc(-c2cccc(-c3ccc4c(c3)NC(=O)CO4)n2)cc1,-6,13,-3
CCCc1cc(CNC(=O)c2ccc(N3CCC(CO)C3)nc2)on1 (centres undefined),-14,4,-2
CCCCc1ccc(C(=O)N(CC(=O)N2CCc3sccc3C2c2ccc(OC)cc2)C(C)C)cc1 (centres undefined),-3,13,-3
COc1cc(C(=O)Nc2c3c(nn2-c2ccc(C)cc2)CS(=O)(=O)C3)cc(OC)c1OC,/,0,-2
COc1ccc(NC(=O)c2sc(=O)n(Cc3ccc(-c4ccccc4)cc3)c2C)cc1OC,/,15,-6
Oc1c(C(c2ccc(C(F)(F)F)cc2)N2CCOCC2)ccc2cccnc12 (centres undefined),/,6,1
Cc1cc(C)c(NC(=O)CNC(=O)CN(C)Cc2ccc(Br)cc2)c(C)c1,/,1&4,-2&-5
CC(N)C(N)=O (centres undefined),/,-1,-8
c1ccc2sc(CSc3nc4ccccc4s3)nc2c1,/,-3,0
CCCN1C(=O)C(=Cc2c(NCCc3ccccc3)nc3c(C)cccn3c2=O)SC1=S,0,1,-3
CN(CCC(=O)N1CCN(c2ccc(F)cc2)CC1)Cc1cnn(C)c1,/,-1,-1
CN(c1ccccc1)S(=O)(=O)c1cc(C(=O)O)sc1Br,/,9,-4
COc1ccccc1/C=C\C(=O)O,-4,/,-1
COCCN(Cc1c(-c2ccccc2)noc1N1CCN(C)CC1)C(=S)Nc1ccc(F)cc1,2,/,3
CC(C)c1ccc(NC(=O)C(C)N2CCCN(C)CC2)cc1 (centres undefined),-4,4,3
Oc1ccc(Cc2nncn2-c2ccc(Cl)cc2)cc1,-14,9,-1
CN(C)C[C@@H]1CN(c2ccncn2)C[C@H]1NC(=O)NC1CCCCC1,-7,/,-14
COc1ccc(CC(=O)Nc2nc(OCC(F)(F)F)cnc2-c2ccc(Cl)cc2Cl)cc1,-4,-3,-6
c1ncn(Cc2ccc(CNCC3CCCCC3)cc2)n1,/,3,-4
O=C(c1c[nH]c(=O)[nH]c1=O)N1CCN(Cc2ccc(Cl)s2)CC1,/,3,-2
COc1ccc(C(=O)Nc2ccc(Nc3ccc(-n4ccc(C)n4)nn3)cc2)cc1,-8,-5,-7
Cc1cccc(-n2c(-c3ccccc3C)n[nH]c2=S)c1,/,-3,-4
COc1ccccc1C1CC1C(=O)N1CCCC(c2cc(C)[nH]n2)C1 (centres undefined),/,-24,1
N#Cc1cc2c(=O)n3ccccc3nc2n(CC2CCCO2)c1=O (centres undefined),-4&-3,6&4,-5&-4
O=C(CN1CN(c2ccccc2)C2(CCN(C(=O)/C=C/c3ccccc3)CC2)C1=O)Nc1ccc(F)cc1,-5,36,-4
Cc1ccc(CNC(=O)C(C#N)C(=O)CCc2ccco2)cc1 (centres undefined),/,13,-4
COCCN1C(=O)CC(CC(=O)N2CCc3c(Cl)cccc3C2)(c2ccccc2F)C1=O (centres undefined),-11,0,-5
COCCN(CC(=O)N(CCc1c[nH]c2ccccc12)Cc1ccc(C)cc1)C(=O)Nc1ccc(Cl)cc1,-7,-2,-10

# An excerpt from above with just hcGAS lum.
compound | hcGAS lum
COCCN(Cc1c(-c2ccccc2)noc1N1CCN(C)CC1)C(=S)Nc1ccc(F)cc1 | 3
CC(C)c1ccc(NC(=O)C(C)N2CCCN(C)CC2)cc1 (centres undefined) | 3
Oc1ccc(Cc2nncn2-c2ccc(Cl)cc2)cc1 | -1
CN(C)C[C@@H]1CN(c2ccncn2)C[C@H]1NC(=O)NC1CCCCC1 | -14
COc1ccc(CC(=O)Nc2nc(OCC(F)(F)F)cnc2-c2ccc(Cl)cc2Cl)cc1 | -6

# Following part
SMILES,mcGAS inh,NPYLR7 agonist,hcGAS lum
Cc1ccc(C)c(N(C(=O)C2CC(=O)N(CC3CC3)C2)C(C)C)c1 (centres undefined),/,2,7
CCOC(=O)[C@@]12CC[C@@H](N3CCOCC3)C[C@H]1CCN(Cc1cnc[nH]1)C2,-5,/,-13
CCOC(=O)CSc1ncnc2c1nnn2-c1ccc(F)cc1,-5,16,-6
Cc1ccc(NC(=O)c2ccc(Cl)nc2Cl)cc1F,/,2,-3
COc1cccc(C2CCN2C(=O)Nc2n[nH]c(CCc3ccccc3)n2)c1 (centres undefined),/,3,-5
COc1ccc(C2CC(=O)C(C)(C)O2)cc1 (centres undefined),/,1,-4
O=C(NCCc1ccccc1)C(C1CCCC1)N1CCN(C(=O)c2ccc(Cl)cc2Cl)CC1 (centres undefined),/,-4,-3
CCCCNC(=O)C1(C)CCN1C(=O)c1cc(-c2ccccc2)cs1 (centres undefined),-4,2,-8
CCCN(Cn1nc(-c2ccco2)n(-c2ccccc2)c1=S)C1CCS(=O)(=O)C1 (centres undefined),/,-9,6
CCC(NC(=O)c1nc2ccccc2c(=O)[nH]1)c1nc(C)c(C)s1 (centres undefined),/,1,-10
COc1ccccc1CN(Cc1ccc(F)cc1)CC(O)COCc1ccccc1 (centres undefined),-10,14,-10
CC1NC(=S)N(CC(C)c2ccccc2)C1=O (centres undefined),-15,16,-9
COCCN(CC(=O)N(CCc1c[nH]c2ccccc12)Cc1ccc(OC)c(OC)c1)C(=O)Nc1cccc(Cl)c1,-2,-5,-2
CCn1cnnc1CNS(=O)(=O)c1ccccc1OC(F)(F)F,/,-1,-3
O=C(CN1CCSC1=O)Nc1ncc(Cc2ccccc2Cl)s1,/,4,-5
CCOC(=O)c1[nH]c(C)c(C(=O)OCC)c1CC,-16,3,-6
O=C(O)c1c[nH]c2ccc(S(=O)(=O)N3CCN(c4cccc(Cl)c4)CC3)cc2c1=O,-3,0,-5
Fc1ccc(NC(=S)Nc2cccc3cnccc23)cc1,/,-2,-1
Cc1noc(N)c1C(=O)OCC(=O)N(Cc1ccccc1)CC(F)(F)F,/,-2,-4
Cc1nn(CC(=O)NC(=O)NC2CCCCC2)c(C)c1[N+](=O)[O-],/,10,-8
CN(C)c1ccc(C=NNc2nn[nH]n2)cc1,/,-6,0
O=C(NCC(F)(F)F)c1ccc2c(c1)ncn2-c1ccccc1,/,2,-2
O=C(c1cnn(-c2ccccc2)c1)N1CCN(S(=O)(=O)c2ccccc2F)CC1,/,6,-1
c1ccc(OCCCn2c(C3CC3)nc3ccccc32)cc1,0,-4,-2
CCOc1ccc(C(=O)N(C)Cc2ccc(Br)s2)cc1OC,/,0,-7
CN(C)S(=O)(=O)CCNC(=O)c1cccc(-c2ncc[nH]2)c1,/,1,5
Cc1nc(N(C)C)nc(N2CCC(N(C)C)C2)c1C (centres undefined),/,5,-8
Cc1c(CCOC(=O)C23CC4CC(CC(C)(C4)C2)C3)sc[n+]1CC#N,/,3,-7
CC(C)[C@@H]1C[C@@H]2C[C@H](N(CC(=O)O)C(=O)CC(C)(C)C)C[C@@H]2CO1,-6,21,-2
COc1ccccc1NC(=O)NNC(=O)c1ccc(=O)n(Cc2ccc(C)cc2)c1,/,2,-12

# Not a retest: three of the compounds above.
SMILES,mcGAS inh,NPYLR7 agonist,hcGAS lum
Cc1c(CCOC(=O)C23CC4CC(CC(C)(C4)C2)C3)sc[n+]1CC#N,/,3,-7
CC(C)[C@@H]1C[C@@H]2C[C@H](N(CC(=O)O)C(=O)CC(C)(C)C)C[C@@H]2CO1,-6,21,-2
COc1ccccc1NC(=O)NNC(=O)c1ccc(=O)n(Cc2ccc(C)cc2)c1,/,2,-12

# Remaining list, next part.
SMILES,mcGAS inh,NPYLR7 agonist,hcGAS lum
CCOC(=O)c1c(C)n(-c2ccc(OCC)cc2)c2ccc(OC(=O)COc3ccccc3)cc12,/,-7,-6
CC[n+]1ccc(C=Cc2ccc(N(C)C)cc2)cc1,/,39,-18
COc1cn(CC(=O)Nc2ccc(OC(F)(F)F)cc2)c(CSc2nc(C)cc(C)n2)cc1=O,-7,0,-5
CC(C)c1cc(C2CCN(C(=O)c3ccc4cccnc4n3)CC2)[nH]n1,-5,-2,1
O=c1c2cc(Cl)ccc2nc2n1CC/C2=C\c1cc(Cl)c2c(c1)OCCO2,/,-4,3
O=C(/C=C/c1ccccc1)NC1CC2CCC(C1)N2CCc1ccc(F)cc1 (centres undefined),-8,2,-11
COCCC1c2c(cnn2C)C(=O)N1CCOC (centres undefined),/,13,-4
CN(Cc1cscn1)Cc1cc(-c2ccc3c(c2)OCO3)ccc1OCC(=O)N1CCCCC1c1cccnc1 (centres undefined),/,21,-6
O=c1nc(SCc2cccc(C(F)(F)F)c2)nc2ccccn12,-7,7,-6
CCn1c(C2CCN(C(=O)C(C)n3cncn3)CC2)nn(C)c1=O (centres undefined),/,0,3
COc1ccc2c(c1)CC(=O)NCC2,/,4,-9
Cc1ccc(-c2ccc[nH]c2=O)c(-n2cccn2)c1,-15,-2,-4
CCCN(Cc1c(-c2ccccc2F)noc1N1CCOCC1)C(=O)c1ccco1,-3,-3,1
CCOc1ccc2ccccc2c1C(=O)N1CCN(c2nccc(-c3ccc(Oc4ccccc4)cc3)n2)CC1,-7,27,-8
N#CCCNC(=O)c1ccc(-c2ccc(C3CCCCC3)cc2)s1,1,-9,0
CS(=O)(=O)NCCc1ccc(C2=NNC(=Nc3ccccc3F)SC2)s1,-9,3,-5
CSc1cccc(NS(=O)(=O)c2ccc3c(c2)OCCO3)c1,/,3,-7
COc1ccc(CC(=O)N2CCCN(c3nc(C4CCOCC4)nc4c3cnn4-c3ccccc3)CC2)cc1,-4,0,-1
COc1ccc(NC(=O)Cn2cc(C)c3ccccc32)cc1S(N)(=O)=O,/,4,2
O=C(CCN(CCc1ccccc1)c1nc(-c2ccc(F)cc2)nc2ccccc12)NCc1cccc(C(F)(F)F)c1,-3,-1,1
O=C(N=Nc1c(O)[nH]c2c(Cl)cc(Cl)cc12)C12CC3CC(CC(C3)C1)C2,/,7&20,-6&-8
CCC(C)(C)C1CCC(NC(=O)c2ccnc(C)n2)CC1 (centres undefined),-9,5,-13
CC1(C(=O)NS(=O)(=O)c2ccc(C#N)cc2)CCN1C(=O)CCc1ccc(Cl)cc1Cl (centres undefined),/,12,-5
CCN(CC(=O)NC1CCS(=O)(=O)C1)Cc1cccc(Br)c1 (centres undefined),/,-1,-3
COCc1nc(NCCC2=CCCCC2)c2cnn(C)c2n1,-19,7,-4
O=C(NC1CCCCNC1=O)c1cc(-c2ccccc2F)n2nc(-c3ccccc3)cc2n1 (centres undefined),-6,3,-4
CN1CCC=C(CN(Cc2ccc3c(c2)OCO3)C(=O)N2CCCCC2)C1,/,0,5
CC1C(=O)Nc2ccccc2N1Cc1c(Cl)ccc2cccnc12 (centres undefined),/,0,2
Cc1nnsc1CN(C)C(=O)c1cc2ccccc2n1C,/,-2,-1
CCC(c1nc2ccccc2c(=O)n1-c1cccc(C)c1)N(Cc1ccccc1)C(=O)/C=C/c1ccccc1 (centres undefined),-4,-2,2
Cc1ccc(Cl)cc1NC(=O)CC(=O)NCCNc1cccnc1,-9,6,-3
Cc1cccc(CN(C)C(=O)c2cc(-c3cncnc3)nc3cc(F)ccc23)n1,-12,-1,-7
CCN(CC)S(=O)(=O)c1ccc2c(c1)nc(SCc1ccc(OC(C)=O)cc1)n2C(C)C,-2,27,-5
O=C(Cn1nnc([N+](=O)[O-])n1)c1cccs1,-3,11,1
Nc1ccc(-c2nc3ccccc3o2)c(Cl)c1,-2,-2,1
C=CCC1(CC=C)CCCN1Cc1nc(-c2cnccn2)no1,-3,-1,1
CC(=Nc1ccc(Br)cc1)c1ccccc1O,/,0,-4
Cc1c(C(C)NC(=O)/C=C/c2ccccn2)cnn1-c1ccccn1 (centres undefined),/,13,-4
Cc1ccc(NC(=O)N2CCC(C(NC(=O)CC(C)C)C(=O)N3CCCCC3)CC2)cc1 (centres undefined),-6,15,-8
CN(C)CCNC(=O)CCNC(=O)NC12CC3CC(CC(C3)C1)C2,/,0,-2
Cc1cccc(NC(=O)c2n[nH]c(C(C)C)c2Br)n1,/,-6,-1
CCCCS(=O)(=O)N1CCC(n2nc(C(=O)OCC)cc2C(C)(C)C)CC1,-5,2,-4
COC(=O)[C@@H]1C[C@@H](N(C)C)CN1C(=O)c1cccnc1C,/,-4,-2
Cc1cccc(C(=O)NS(=O)(=O)c2ccc3c(c2)OCCO3)c1C,/,8,-11
Cc1ccc(C)n1-c1ccsc1C(=O)NCC(=O)N1CCCC1,-17,5,-9
COc1ccc(N2C(=O)CC(N(C)Cc3ccc(C)o3)C2=O)cc1OC (centres undefined),/,1,-4
O=C(Cn1nnc2ccccc2c1=O)c1ccccc1Cl,-3,-5,-6
COc1ccc(-c2noc(CCN(CC(O)CN3CCOCC3)C(C)c3ccccc3)n2)cc1OC (centres undefined),-4,1,0
O=C(COc1ccccc1)NC1CCN(c2ccccc2C(=O)NCc2cccnc2)CC1,-5,17,-9
O=C(CSC12CC3CC(CC(C3)C1)C2)N1CCn2cncc2C1,-12,/,-7
O=C(O)C1C2CCC(C2)C1C(=O)Nc1nc2ccc(F)cc2s1 (centres undefined),1,-4,3
COc1ccc(NC(C)=O)cc1NC(=O)CSc1nncn1C,/,3,-8

# One compound at a time, as listed above. Order of values: mcGAS inh	NPYLR7 agonist	hcGAS lum
# Cc1nc(N(C)C)nc(N2CCC(N(C)C)C2)c1C (centres undefined) in the list: /	5	-8
# Cc1c(C(C)NC(=O)/C=C/c2ccccn2)cnn1-c1ccccn1 (centres undefined) in the list: /	13	-4

# Screens from PubChem BioAssay.
